# TAG inh: reduces triacylglycerol accumulation in H9c2 cells | Nile Red lipid (TAG) fluorescence; cells loaded with 200 µM oleic acid | inhibition, % at 12.5 µM | 230,000 tested, 0.66% active | AID 651582;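 active = pattern-corrected inhibition of lipid staining of at least 50% with the nuclear-stain viability signal not falling by more than 50%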;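 also: 0% = DMSO wells and 100% = triacsin C control wells; some results filed as inactive read as strong as hits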
# TAG inh DAPI viability: second read-out of TAG inh, no call of its own (marks repeat the call); DAPI nuclei signal change (viability), lower = more cytotoxic, %;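 whole-well DAPI fluorescence read on a plate reader as a viability signal; minus 50 percent equals half of cells still viable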
# * marks the source's active call; other numbers are inactive results.
# Every second line gives: TAG inh | TAG inh DAPI viability
Cc1nc2ncnn2c(C)c1Cc1cccc(C(F)(F)F)c1
  0 | -3
COc1ccc(NC(=S)N2CCC(c3nc4ccccc4o3)CC2)c(OC)c1
  3 | -4
NC(=O)C1CCCN(C(=O)c2ccc(NC(=O)c3cccs3)cc2)C1 (stereo not drawn)
  -6 | 3
COc1ccccc1CNC(=O)C(CCSC)NS(=O)(=O)c1ccc2c(c1)oc(=O)n2C (stereo not drawn)
  -11 | 10
COc1ccccc1NC(=O)COc1ccccc1C(=O)Nc1ccccc1
  -8 | 3
O=C(CCCN1CCN(c2ccccc2)CC1)c1ccc(F)cc1
  16 | -8
O=C1CC2(CCN(C(=O)COc3ccccc3)CC2)Oc2ccccc21
  0 | 0
COC(=O)c1cc(NC(=O)c2cc(C)oc2C)cc(C(=O)OC)c1
  6 | 7
COc1ccc(/C(C)=N/NC(=O)c2ccc(N(C)C)cc2)cc1
  -4 | -1
CCNC(=O)/C(C#N)=C/c1c(N2CCN(Cc3ccc4c(c3)OCO4)CC2)nc2c(C)cccn2c1=O
  6 | -13
CCO[C@@H]1OC(C(N)=O)=C[C@H](c2ccc(Br)cc2)[C@H]1CCCO
  -13 | -8
NC(=O)CSc1nnc(-c2cccc(S(=O)(=O)N3CCCCC3)c2)o1
  -14 | 1
CC(C)(C)c1ccc(C(=O)Oc2ccccc2CCC(=O)O)cc1
  -3 | -3
O=C(NCc1ccco1)c1ccc(-c2cccc(Cl)c2)o1
  -5 | 3
CCCCCN(C(=O)COC(=O)Cc1c(C)nc2ccccc2c1C)c1c(N)n(CCCC)c(=O)[nH]c1=O
  -5 | -3
CCOc1ccccc1CNC(CC)CO (stereo not drawn)
  -12 | 5
COc1ccc(C(=O)C[n+]2cccc(C)c2C)cc1[N+](=O)[O-]
  -4 | 7
O=C(O)c1sccc1S(=O)(=O)N1CCN(c2ccc(C(F)(F)F)cn2)CC1
  -7 | 29
C=C(C)Cn1c(CCNC(=O)C(C)C)nc2ccccc21
  2 | 8
COc1cc(=O)[nH]c(=O)n1CC(=O)c1ccccc1
  -2 | 0
C[C@@H]1CN([C@H](C)CO)C(=O)c2cc(NC(=O)Nc3ccc(C(F)(F)F)cc3)ccc2O[C@H]1CN(C)S(=O)(=O)c1ccc(Cl)cc1
  41 | -12
Cc1ccc(C(=O)NC(C)c2ccccc2)cc1S(=O)(=O)N1CCOCC1 (stereo not drawn)
  9 | -2
COc1ccc(S(=O)(=O)N2CCN(C(=O)[C@@H]3CCCN3C(=O)c3cccs3)CC2)cc1
  2 | 3
O[Si](CCCN1CCCCC1)(c1ccc(F)cc1)C1CCCCC1 (stereo not drawn)
  26 | -6
Cc1ccc(CN2CC(C(=O)Nc3ccccc3N3CCCC3)CC2=O)cc1 (stereo not drawn)
  -2 | -6
COc1cccc(OC)c1C(=O)Nc1sc2c(c1C(N)=O)CCN(Cc1ccccc1)C2
  -14 | 11
CC1CN(Cc2cnc(Cl)s2)CC(C)O1 (stereo not drawn)
  -6 | 4
O=C(Nc1ccc[n+](CC(=O)c2cccc3ccccc23)c1)c1ccccc1
  49 | -7
Cc1ccc(S(=O)(=O)CCC(=O)Nc2ccc(F)cc2)cc1
  -3 | 2
CCOc1ccc(NC(=O)c2nnn(CC(=O)Nc3ccccc3OC)c2N)cc1
  -3 | 0

# Shown tab-delimited: part of the list above.
Molecule	TAG inh	TAG inh DAPI viability
C[C@@H]1CN([C@H](C)CO)C(=O)c2cc(NC(=O)Nc3ccc(C(F)(F)F)cc3)ccc2O[C@H]1CN(C)S(=O)(=O)c1ccc(Cl)cc1	41	-12
O[Si](CCCN1CCCCC1)(c1ccc(F)cc1)C1CCCCC1 (stereo not drawn)	26	-6
Cc1ccc(S(=O)(=O)CCC(=O)Nc2ccc(F)cc2)cc1	-3	2
COc1ccc(S(=O)(=O)N2CCN(C(=O)[C@@H]3CCCN3C(=O)c3cccs3)CC2)cc1	2	3

# (next part)
# Every second line gives: TAG inh | TAG inh DAPI viability
CC1(C)Cc2c(sc3c2c(=O)n(-c2ccc(Cl)cc2)c(=O)n3CC(N)=O)CO1
  7 | -6
CC(C)OCCCn1c(-c2ccc(Br)cc2)c[nH]c1=S
  -2 | 6
Cc1sc2ncnc(Sc3ccccc3C(=O)Nc3ccc(Br)cc3)c2c1C
  -7 | 6
O=C(COC(=O)c1ccccc1Cl)Nc1cccnc1Cl
  -8 | 4
Cc1ccn2c(=O)nc(SCC(=O)N3CCN(c4ccccc4)CC3)nc2c1
  -5 | 11
COc1ccc(CCNC(=O)c2ccc(OC)c(OC)c2)cc1OC
  -4 | -6
CC(C)CCN1CCN(Cc2cn[nH]c2C2CCCCC2)CC1CCO (stereo not drawn)
  1 | 1
Cc1cscc1-c1ccc(C(=O)Nc2c(C)cccc2C)o1
  -15 | 7
COc1ccc(CN2CCOCCOCCOCCOCC2)cc1
  -10 | 8
CC1CCCN(C(=O)c2cc3c(-c4ccc(Cl)cc4)nn(C)c3s2)C1 (stereo not drawn)
  14 | 5
CC1CCN(C(=O)Oc2ccccc2)CC1
  -10 | 2
COCCNc1nc(NCc2cccs2)nc2ccsc12
  -45 | 15
Fc1ccc(C2CC(c3ccco3)=NN2c2ccccc2)cc1 (stereo not drawn)
  15 | 82
O=S(=O)(c1ccc(OCC(O)CNC23CC4CC(CC(C4)C2)C3)c(Cl)c1)N1CCOCC1 (stereo not drawn)
  59* | -17*
CNC(=O)COC(=O)/C=C/c1ccco1
  4 | 4
CS(=O)(=O)c1cccc(NC(=O)C2CC2)c1
  -4 | 9
O=C(Nc1nnc(Cc2ccccc2)s1)c1cnccn1
  -11 | -2
CC1(C)CC(=O)C=C(NNC(=O)C2CCCCC2)C1
  15 | 3
Oc1ccccc1C1SC(c2ccccc2O)SC(c2ccccc2O)S1 (stereo not drawn)
  -34 | -2
C#CCOCCOCCOCCNc1nc(N2CCN(C(=O)Cn3cc(CC(C)O)nn3)CC2)nc(N2CCN(C(=O)[C@H](CCCCN)n3cc(CCCC)nn3)CC2)n1 (stereo partly drawn)
  2 | 4
O=C(c1ccc(Cl)cc1)C1C2C(=O)N(c3ccccc3)C(=O)C2C2CCCN21 (stereo not drawn)
  -20 | -7
OCCC1CN(C2CSCCSC2)CCN1Cc1ccccc1 (stereo not drawn)
  -6 | -2
CSc1nnc(-c2ccc(C(F)(F)F)nc2C)o1
  8 | -9
CC(=O)OC(C(=O)N1CCN(c2ccccc2F)CC1)c1ccccc1 (stereo not drawn)
  -2 | 4
Cc1cccc(NC(=O)CSc2n[nH]c(-c3ccncc3)n2)c1C
  -20 | 7
CCc1nnc(NC(=O)c2cc(S(=O)(=O)N3CCN(c4ccccc4)CC3)ccc2Cl)s1
  0 | 2
CC(C)CNC(=O)CSc1ccc(S(=O)(=O)N(C)C2CCCCC2)cn1
  -9 | 0
O=C1CCCc2ccccc2N1Cc1ccccc1
  1 | 2
CN(C)S(=O)(=O)c1ccc(N2CCCC2)c(C(=O)Nc2cccc(F)c2)c1
  4 | 0
CC(C)N(C(=O)C(=O)c1cccn1-c1ccccc1C#N)C(C)C
  -26 | 12
Cc1noc2ncnc(Oc3ccc4ccccc4c3)c12
  -5 | 3
CCO[C@H]1OC(C(=O)N2CCN(Cc3ccc4c(c3)OCO4)CC2)=C[C@@H](C(C)(C)C)[C@@H]1CCCO
  -2 | -2
O=C(/C=C/c1ccccc1)N1CCN(S(=O)(=O)c2ccc(F)cc2)CC1
  -11 | 8
FC(F)(F)c1cccc(-c2ccn3ncnc3n2)c1
  10 | -6
CCCCOc1ccccc1NC(=O)c1ccc(=O)[nH]c1
  10 | 3
CC(C)C/C=C1\CCc2c([nH]c3ccccc23)C1=O
  -11 | -1
Cc1c(C(=O)NCc2ccc3c(c2)OCO3)oc2ccc(S(=O)(=O)N3CCCC3)cc12
  -4 | -8
COC(=O)c1ccc(OCC(O)CN(CCO)CCO)cc1 (stereo not drawn)
  -15 | 2
Cc1noc(C)c1CSc1ccccc1C(=O)N(C)CC(=O)Nc1cccc(F)c1
  -3 | 3
Cc1nc2c(c(C)nn2-c2ccccc2)c(C)c1Cl
  1 | 1
CCOC(=O)NC(=O)c1cn(Nc2ncc(Cl)cc2C(F)(F)F)c(=O)[nH]c1=O
  5 | -15
CC1(CCc2ccccc2)NC(=O)N(CC(=O)Nc2ccccc2C#N)C1=O (stereo not drawn)
  10 | -8
CN1CCN(S(=O)(=O)c2ccc(Sc3nc4ccccc4[nH]3)c3nsnc23)CC1
  -25 | 7
Cc1ccc(NC(=O)CS(=O)CC(=O)Nc2ccc3c(c2)OCO3)cc1Cl (stereo not drawn)
  -3 | 2
Cc1ccc(C(=O)Cn2c(C(=O)OCCO)cc3ccccc32)cc1
  23 | -8
COc1ccc(Oc2ncnc3c2oc2ccc(Br)cc23)cc1
  -6 | 6
O=S(=O)(c1ccc(F)cc1)N1CCC(N2CCCC2)CC1
  1 | 5
COC(=O)C1(C)CCC(C(=O)Nc2ccccc2)C1(C)C (stereo not drawn)
  3 | -7
O=C(N/N=C/c1cc(Cl)cc([N+](=O)[O-])c1O)C(O)(c1ccccc1)c1ccccc1
  8 | -12
C[C@@H]1CCC[C@@]2(O[C@@H](CCO)C[C@@H](O)[C@@H]2O)O1
  -2 | -6

# Further structures follow.
# Every second line gives: TAG inh | TAG inh DAPI viability
CCn1cc(C(=O)O)c(=O)c2ccc(C)nc21
  -2 | 5
CC(C)NC(=O)C1CCCN(S(=O)(=O)c2cccs2)C1 (stereo not drawn)
  -11 | 2
O=C1CC(N2CCN(c3ccc(O)cc3)CC2)C(=O)N1Cc1cccs1 (stereo not drawn)
  -1 | -2
COC(=O)c1ccc(Cn2nc(C)c([N+](=O)[O-])c2C)o1
  -13 | 7
O=C(COC(=O)/C=C/c1ccccc1Cl)NCc1ccco1
  -5 | -8
Cn1c(=O)[nH]c(=O)c2c1nc(N1CCCCCC1)n2CCSc1nc2ccccc2o1
  3 | -6
Cc1cc(C)n(CCCNC(=O)c2ccc(C)c(S(=O)(=O)N3CCOCC3)c2)n1
  8 | 0
COc1ccccc1C(=O)NC(=O)COC(=O)CN1C(=O)NC2(CCCCC2C)C1=O (stereo not drawn)
  0 | 8
CCN(CC)CCCNC(=O)c1[nH]c(C)c(C(=O)NC2CCCCC2)c1C
  8 | 2
COc1ccccc1CC(=O)Nc1ccc2c(c1)C(=O)NC2=O
  -9 | -12
COc1ccc(NC(=O)c2ccco2)cc1NC(=O)COc1ccccc1
  11 | -11
COc1ccc(CN2C(=O)CS/C2=N/N=C/c2cccs2)cc1
  -11 | 12
O=C(NCc1ccccc1)c1onc(CSc2ccc(Cl)cc2)c1C(=O)NCc1ccccc1
  7 | -5
O=C(c1cccc(Cl)c1)N1CCC2CC1c1cc(-c3ccc(F)cc3)ccc12 (stereo not drawn)
  -13 | 8
CN1/C(=N\O)c2cccc3cccc1c23
  -19 | 15
O=[N+]([O-])c1cccc(OCCN2CCC(Cc3ccccc3)CC2)c1
  -7 | 6
Cc1ccccc1NC(=O)OCCN1CCN(Cc2ccccc2)CCC1=O
  -23 | 0
CCN(C(=O)COC(=O)c1ccccc1Cc1ccccc1)C1CCS(=O)(=O)C1 (stereo not drawn)
  24 | -36
O=C(Nc1nc(-c2ccc(S(=O)(=O)N3CCCC3)cc2)cs1)c1cccs1
  5 | 15
COc1ccc(-n2nnnc2-c2cccnc2)cc1
  16 | -5
OCC[C@@H]1C[C@@H](O)[C@H](O)[C@@]2(OCCc3ccccc32)O1
  -3 | 1
C=CCN(Cc1ccc(Br)s1)C(=O)c1ccc(OCc2c(C)noc2C)cc1
  4 | -13
CCOC(=O)N1CCC(N2Cc3cccc(C(=O)NCc4ccccn4)c3C2=O)CC1
  6 | -8
O=C(NCC(=O)N1CCN(Cc2ccccc2)CC1)c1ccc(Br)cc1
  2 | 9
COc1ccc2nc(NC(=O)C3COc4ccccc4O3)sc2c1 (stereo not drawn)
  1 | -2
CNC(=O)NNC(=O)c1nc(-c2ccccc2)c(C)o1
  5 | 5
CN(C)c1nc2c(c(=O)[nH]c(=O)n2C)n1CCCc1ccccc1
  -9 | -10
CCC(=O)Oc1ccc(C(=O)Nc2cccc(C(=O)NC(C)(C)C)c2)cc1
  3 | -4
O=C(NCc1nnnn1-c1ccc(F)c(F)c1)c1ccc2c(c1)OCO2
  -6 | -4
COC(=O)C1CCN(C(=O)COC(=O)CC(NC(N)=O)c2ccc(Cl)cc2)CC1 (stereo not drawn)
  -4 | 5
CCOc1cc(C(=O)OCC(=O)Nc2cccc(S(=O)(=O)NC3=NCCCCC3)c2)cc(OCC)c1OCC
  12 | -10
CCOC(=O)c1cn2nc(N3CCCCC3)ccc2n1
  9 | -1
Cc1ccc(-n2c(CNc3ccc(F)cc3)nnc2SCC(=O)NCc2ccco2)cc1
  2 | 8
CSc1nc2sc3c(c2c(=O)n1C)CCC3
  0 | -2
O=C(N/N=C1\SCC(=O)N1CCc1ccccc1)c1cccs1
  -6 | -8
CN1CCN(C(=O)CCN2C(=O)S/C(=C/c3ccc(Cl)cc3)C2=O)CC1
  -8 | -1
Cc1nn(C)cc1/C=N/NC(=O)Cn1nnc(N)n1
  0 | -5
COc1ccc(NC(=O)c2cc(CC(C)C)nc3ccccc23)cc1
  -4 | -8
Cc1ccccc1OCCCCn1c(CO)nc2ccccc21
  -15 | 2
COc1ccccc1-c1nnc(SCC(=O)Nc2cc(C)on2)o1
  -4 | 8
Cc1cc(=O)nc2c3ccccc3n(C(C)C(=O)NCCC(C)C)n12 (stereo not drawn)
  6 | -15
CC(=O)Nc1cccc(OCC(=O)/C=C2\N(C)c3ccccc3C2(C)C)c1
  -13 | -3
COc1ccc(C(=O)NCCn2ccc3ccccc32)cc1OC
  -1 | -4

# 4 entries picked at random from the list so far:
# Every second line gives: TAG inh | TAG inh DAPI viability
Cc1cc(=O)nc2c3ccccc3n(C(C)C(=O)NCCC(C)C)n12 (stereo not drawn)
  6 | -15
COc1ccc(C(=O)NCCn2ccc3ccccc32)cc1OC
  -1 | -4
CN1CCN(C(=O)CCN2C(=O)S/C(=C/c3ccc(Cl)cc3)C2=O)CC1
  -8 | -1
Cc1ccccc1OCCCCn1c(CO)nc2ccccc21
  -15 | 2

# Bioassay records deposited in PubChem by Sanford-Burnham Center for Chemical Genomics.

# These rows are one share of the data, so the mix of outcomes need not match the whole.
